Screening results (PubChem)
CHO-K1 Ca antag = M1 antagonist counterscreen hit in parental CHO-K1 cells; ATP-induced calcium, Fluo-8 fluorescence; hit rate 0.6% among 360,000; inhibition, % at 3 µM;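 active = inhibition above a per-plate cutoff, the plate's mean sample inhibition plus 3 SD, cut at about 24% in these data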;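 also: 0% = DMSO plus EC80 ATP and 100% = DMSO alone without ATP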
CHRM1 PAM = positive allosteric modulators of human M1 muscarinic receptor. P11229. hit rate 0.088% among 360,000. CHO-K1 hM1, Fluo-8 calcium fluorescence, ACh EC20; 0% = ACh EC20, 100% = maximal ACh. activation, % at 3 µM; in the data active = activation above about 19%, passing the limit was not always enough
Target sequence (P11229 whole entry, looked up): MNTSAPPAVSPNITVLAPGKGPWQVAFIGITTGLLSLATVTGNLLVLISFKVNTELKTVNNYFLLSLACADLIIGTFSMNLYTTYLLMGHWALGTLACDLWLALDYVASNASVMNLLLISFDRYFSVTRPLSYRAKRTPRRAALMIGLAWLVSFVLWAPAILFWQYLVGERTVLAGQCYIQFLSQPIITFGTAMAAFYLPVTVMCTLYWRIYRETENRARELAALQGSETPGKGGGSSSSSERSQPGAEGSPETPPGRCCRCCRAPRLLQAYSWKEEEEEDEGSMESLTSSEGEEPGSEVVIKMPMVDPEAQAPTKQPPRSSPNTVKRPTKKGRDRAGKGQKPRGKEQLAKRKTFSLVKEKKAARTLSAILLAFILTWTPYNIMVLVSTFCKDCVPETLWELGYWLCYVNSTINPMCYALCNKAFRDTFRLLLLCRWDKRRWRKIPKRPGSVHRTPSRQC
TAAR1 ag = agonists of human TAAR1; hit rate 0.99% among 360,000; activation, % at 3 µM; Q96RJ0; CHO RD-HGA16 TAAR1, Fluo-8 calcium fluorescence; vehicle wells 0%, saturating PEA agonist 100%;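 active = activation above the mean activation of all test compounds in the run plus 3 SD, cut at about 38% in these data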
Target sequence (Q96RJ0 whole entry, looked up): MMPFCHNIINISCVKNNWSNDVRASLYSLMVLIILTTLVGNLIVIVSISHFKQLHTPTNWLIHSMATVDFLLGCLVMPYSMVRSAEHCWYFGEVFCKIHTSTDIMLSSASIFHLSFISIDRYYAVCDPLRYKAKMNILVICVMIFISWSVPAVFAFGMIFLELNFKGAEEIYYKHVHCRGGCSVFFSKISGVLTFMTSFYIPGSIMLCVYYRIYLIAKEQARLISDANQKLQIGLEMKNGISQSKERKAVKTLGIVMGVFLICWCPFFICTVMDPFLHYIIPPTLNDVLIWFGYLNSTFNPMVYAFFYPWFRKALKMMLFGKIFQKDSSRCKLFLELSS
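System: CHO RD-HGA16 cells carrying human TAAR1 plus Gα16; Incubation: 17-24 h seeding, 75 min 37 °C dye, 30 min RT; Measured by: Fluo-8 fluorescence, 5 s baseline then 140 s kinetic read; Control set: DMSO and PEA EC100; Replication: single well for each compound.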
M1 ag = agonists of human M1 muscarinic receptor. CHO-K1 hM1, Fluo-8 calcium fluorescence, agonist mode; 0% DMSO, 100% acetylcholine EC100. P11229. hit rate 0.33% among 360,000. activation, % at 3 µM;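 active = activation above the run's mean compound activation plus 3 SD, cut at about 16% in these data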;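 also: peak over basal fluorescence ratio within a 140 s kinetic read after compound addition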
TAAR1 antagonist = antagonists of human TAAR1. hit rate 1.5% among 360,000. CHO RD-HGA16 TAAR1, Fluo-8 calcium fluorescence, antagonist. Q96RJ0. inhibition, % at 3 µM. AID 624466;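 active = inhibition above a per-plate cutoff, the mean inhibition of test compounds on that plate plus 3 SD, cut at about 49% in these data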;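 also: 0% = DMSO plus EC80 beta-PEA response and 100% = DMSO alone without agonist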
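Assay system: CHO-derived RD-HGA16 cells stably expressing human TAAR1 plus Gα16. Timing: 140 s kinetic read after compound, 140 s after agonist. Technique: kinetic Fluo-8 calcium fluorescence measurement. Measure: % inhibition of agonist calcium response.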
M1 ag parental = nonselective activator or artifact in parental CHO-K1 cells | hit rate 0.48% among 360,000 | Fluo-8 calcium fluorescence; scaled to maximal ATP response, vehicle zero | activation, % at 3 µM; in the data active = activation above about 15%;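 also: untransfected CHO-K1 host cells lacking M1 receptor as counterscreen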
M1 PAM parental = counter-screen for M1 PAMs: effect in parental CHO-K1 cells | ATP EC20, Fluo-8 calcium fluorescence; 0% at ATP EC20, 100% at ATP max | activation, % at 3 µM | AID 602247 | hit rate 0.02% among 360,000;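 active = activation above the run cutoff, the mean activation of all test compounds plus 3 SD, cut at about 40% in these data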;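 also: peak over basal fluorescence ratio in a 140 s read after ATP addition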
M1 antag = antagonists of human M1 muscarinic receptor; inhibition, % at 3 µM; hit rate 1.3% among 360,000; CHO-K1 hM1, Fluo-8 calcium fluorescence, ACh EC80 antagonist;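 active = percent inhibition above its own plate's cutoff, namely the mean of that plate's compound wells plus 3 SD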;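 also: peak over basal fluorescence ratio during 140 s after agonist addition; 0% = ACh EC80 plus DMSO and 100% = DMSO alone without agonist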
CHO parental Ca = counter-screen for OX1R antagonists: effect in parental CHO cells. parental CHO-K1, ATP-induced calcium, Fluo-8 fluorescence. inhibition, % at 5.6 µM. hit rate 0.63% among 330,000;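 active = inhibition above that plate's mean sample inhibition plus 3 SD, cut at about 26% in these data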;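 also: 0% = ATP-challenged DMSO wells and 100% = DMSO wells without ATP; some compounds past the cut are filed as inactive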
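material = parental CHO cells | also added = ATP as calcium-mobilizing challenge | dosing = single point at 5.6 µM | detection = intracellular calcium via Fluo-8 no-wash fluorescent dye | read-out = % inhibition | benchmarks = low control ATP plus DMSO, high control DMSO only | repeats = one well per compound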
Numbers without * were called inactive; . = not tested or not shown. This is a random part of the collection, and some 4.4% of all compounds hit somewhere here.

Values run as follows: CHO-K1 Ca antag	CHRM1 PAM	TAAR1 ag	M1 ag	TAAR1 antagonist	M1 ag parental	M1 PAM parental	M1 antag	CHO parental Ca
1	CCOc1ccc(CNC(=O)c2ccc(Sc3ccc(Cl)cc3)c(NC(C)=O)c2)cc1OC
→ 7	4	4	-3	11	7.0	-2	0	-10
2	Cc1cc(C)c(C#N)c(OCC(=O)c2ccc(Br)cc2)n1
→ -21	-1	5	-11	-2	0.9	11	-3	-7
3	COc1ccc(C(=O)COc2ccc3ccc(=O)oc3c2)cc1
→ -14	-2	6	-2	-6	2.0	15	1	-12
4	CN(CC(=O)Nc1ccc2c(c1)OCO2)CC(=O)Nc1ccc(F)c(F)c1F
→ -11	7	2	-4	-15	0.6	19	-6	3
5	CN(CC(=O)O)c1ccc(C(F)(F)F)cc1[N+](=O)[O-]
→ -10	-8	1	-1	-7	0.6	26	3	.
6	COc1cc(S(=O)(=O)NCc2cccnc2)c(OC)cc1Br
→ -8	13	2	-1	0	0.5	15	-10	0
7	C/C=C/C(=O)N1c2ccccc2C(C)=CC1(C)C
→ -4	4	3	-6	7	1.7	13	-5	-15
8	CCCCCc1ccc(C2=NNC(=O)CC2)cc1
→ -12	0	4	-3	-18	0.5	16	-7	2
9	Cc1nc2oc3c(NCc4ccccn4)ncnc3c2c2c1COC(C)(C)C2
→ 22	0	13	-2	4	1.0	-6	9	-8
10	O=c1cc(CO)oc(CN2CCN(c3cccc(C(F)(F)F)c3)CC2)c1O
→ -3	-2	1	-5	3	0.6	12	-17	-3

Remaining list, next part
Values run as follows: CHO-K1 Ca antag	CHRM1 PAM	TAAR1 ag	M1 ag	TAAR1 antagonist	M1 ag parental	M1 PAM parental	M1 antag	CHO parental Ca
11	Cc1cccc([C@@H]2[C@@H]3C(=O)N(Cc4ccccc4)C(=O)[C@@H]3[C@]3(CC(C)C)C(=O)N(c4cccc(F)c4)C(=O)N23)c1
→ 0	-1	7	-4	-2	-0.2	-4	1	-31
12	CCOC(=O)N/N=C/c1ccc(C)o1
→ -14	7	4	-5	-11	1.6	30	-2	-3
13	COc1ccc(S(=O)(=O)N2CCCCCC2)cc1NC(=O)CCCOc1ccccc1
→ -10	3	3	-5	15	0.9	21	-2	-21
14	Cc1ccc(/C=C2/NC(=O)N(Cc3ccccc3F)C2=O)o1
→ -7	10	3	0	-10	0.6	12	-11	-11
15	CCOc1cc(/C=C2/C(=N)N3OC(C)=CC3=NC2=O)ccc1OC
→ -10	-5	-1	-5	20	2.8	1	4	-7
16	COc1ccc([N+](=O)[O-])cc1NC(=O)CCN1CCN(c2ccccc2OC)CC1
→ -4	2	7	-7	-7	0.3	17	-3	-20
17	Cc1cc2c(c(CO)c1CCO)C(=O)[C@@H](C)[C@@H]2O
→ -2	4	1	-1	0	-0.1	-14	1	-6
18	Cc1ccccc1N/N=C1\CCCNC1=O
→ -7	-3	7	0	-2	0.2	1	-15	3
19	CN(CC(=O)NCCc1ccccc1)S(=O)(=O)c1ccc(Br)cc1
→ -9	9	8	-5	2	0.7	18	-4	-18
20	COc1ccc2c(c1)CCc1c(C(=O)NCCN3CCOCC3)noc1-2
→ -11	2	6	-6	8	1.8	20	-1	-12

New compounds follow:
Values run as follows: CHO-K1 Ca antag	CHRM1 PAM	TAAR1 ag	M1 ag	TAAR1 antagonist	M1 ag parental	M1 PAM parental	M1 antag	CHO parental Ca
21	CCOC(=O)c1sc(NC(=O)C2CC(=O)N(c3ccc(C)cc3)C2)nc1C (stereo unspecified)
→ -10	11	-3	-1	7	1.6	4	-14	-14
22	Cc1ccc(NC(=S)NNC(=O)c2ccc(N3CCOCC3)c([N+](=O)[O-])c2)cc1Cl
→ 17	-2	7	-3	6	0.4	-14	-5	-7
23	COC(=O)COc1coc(CN2CCN(c3cccc(Cl)c3)CC2)cc1=O
→ -13	6	1	-4	-14	2.7	7	-12	-4
24	COc1ccc(CCN(C)C2CC(=O)N(c3ccccc3)C2=O)cc1OC (stereo unspecified)
→ 4	-5	1	0	-8	1.4	-22	20	-18
25	COc1ccccc1Nc1nc(N)nc(CSc2nc(C)cc(C)n2)n1
→ 1	5	12	-1	2	-0.5	1	-9	-16
26	CCOc1ccc(C2(C)CC(=O)N(C)C2=O)cc1 (stereo unspecified)
→ -4	-1	10	-3	-1	0.2	-7	-3	-9
27	COc1ccc(-c2nc(-c3ccncc3)no2)cc1OC
→ 8	-3	13	-4	8	0.4	-4	6	-22
28	Cc1cc2[nH]c(=O)c(=O)[nH]c2cc1S(=O)(=O)NCc1ccc(Cl)cc1
→ -3	7	.	-6	.	0.2	17	-10	-1
29	CCC(c1nc2ccccc2[nH]1)N(C(=O)C1=NNC(=O)CC1)c1ccccc1 (stereo unspecified)
→ -17	1	0	-2	5	0.6	23	-28	.
30	CC1CCCCN1C(=O)COC(=O)Cc1c[nH]c2ccccc12 (stereo unspecified)
→ -15	-2	1	-4	-2	0.5	13	0	-14

Next records.
Values run as follows: CHO-K1 Ca antag	CHRM1 PAM	TAAR1 ag	M1 ag	TAAR1 antagonist	M1 ag parental	M1 PAM parental	M1 antag	CHO parental Ca
31	N/C(=N\OC(=O)CCC1CCCC1)c1ccccc1
→ -2	7	4	-3	4	0.1	18	-7	-5
32	c1ccc(C2OCC3(CO2)COC(c2ccccc2)OC3)cc1 (stereo unspecified)
→ -3	7	59*	-3	1	0.3	11	-8	-13
33	O=C(c1ccccc1)N1N=C(C(F)(F)F)CC1(O)c1ccccc1O (stereo unspecified)
→ 7	4	2	-4	-6	-0.1	-14	-6	.
34	Cc1nn(-c2ccccc2)c2ncc(C(=O)c3cc(Cl)ccc3O)cc12
→ -7	7	0	-4	37	0.0	6	-1	-29
35	CCn1c(=O)c(C(=O)NCc2ccc(OC)c(OC)c2)c(O)c2ccccc21
→ -12	9	11	-1	-4	0.6	17	-7	-26
36	O=C1c2ccc(Oc3ccc4c(c3)C(=O)N(CCCCO)C4=O)cc2C(=O)N1CCCCO
→ -4	-7	18	-2	30	3.6	3	1	-9
37	COc1ccc2[nH]c(C(=O)N3CCC(n4nccc4NC(=O)C4CC4)CC3)c(C)c2c1
→ -18	3	0	0	-22	0.4	8	-10	-7
38	Cn1cccc1/C=N/NC(=O)c1ccccn1
→ 2	5	0	-2	-7	0.5	-20	-6	12
39	O=C(CN1C(=O)/C(=C/c2ccco2)SC1=S)Nc1ccc(O)c(C(=O)O)c1
→ -8	-7	9	3	-22	5.5	0	16	-8
40	Cc1ccc(NC(=O)Nc2cc(-c3ccccc3)nn2C)cc1Cl
→ 5	9	11	1	9	5.1	2	-9	-12

The list continues.
Values run as follows: CHO-K1 Ca antag	CHRM1 PAM	TAAR1 ag	M1 ag	TAAR1 antagonist	M1 ag parental	M1 PAM parental	M1 antag	CHO parental Ca
41	Cc1cc(C(=O)NC2CC(C)(C)Cc3c2cnn3-c2ccccc2)n(C)n1 (stereo unspecified)
→ 7	4	0	-3	-4	0.7	1	-2	-11
42	CCc1nc2ccc(C(=O)NCCc3ccccn3)cn2c1N(C)Cc1nccs1
→ -3	1	6	-6	11	3.4	15	-14	.
43	CCCN(CCC)C(=O)COc1cc(=O)n(CC)c2ccccc12
→ -15	6	1	-6	-5	0.7	17	-15	-9
44	O=C(CSc1nc2cc(Cl)ccc2s1)c1cc2ccccc2o1
→ -6	-4	15	1	24	3.2	7	2	-4
45	FC(F)(F)c1cc(-c2cccs2)nc2cc(-c3ccccc3)nn12
→ -5	-1	0	-4	-20	0.8	28	-2	-7
46	Cc1ccc(N2CSC3=C(C#N)C(c4cccs4)CC(=O)N3C2)cc1 (stereo unspecified)
→ -3	5	-1	-5	9	0.6	13	-5	-7
47	Cc1ccc(C(=O)NCCNC(=O)c2ccccc2)cc1
→ -14	4	3	-4	2	1.2	-2	-6	0
48	Nc1ncnc(Oc2cccc3cccnc23)c1[N+](=O)[O-]
→ -25	9	4	-1	-7	0.7	19	-17	-12
49	O=S(=O)(N/N=C/c1cn(Cc2ccccc2)c2ccccc12)c1ccccc1
→ -6	5	-2	2	3	0.7	13	-2	-6
50	CC(C)Sc1nc2sccc2c(=O)n1-c1ccccc1
→ -21	2	-5	-12	-32	-1.4	-4	1	-37

Later entries.
Values run as follows: CHO-K1 Ca antag	CHRM1 PAM	TAAR1 ag	M1 ag	TAAR1 antagonist	M1 ag parental	M1 PAM parental	M1 antag	CHO parental Ca
51	CSc1ncccc1C(=O)NNC(=O)c1ccc(NS(=O)(=O)c2cccs2)cc1
→ 3	15	2	-2	-10	0.9	14	-15	-1
52	Cc1onc(-c2ccccc2Cl)c1C(=O)NC(=S)Nc1ccccc1F
→ -6	10	6	-10	-3	4.6	18	-13	-17
53	COc1ccc([C@H]2CC(=O)C=C(c3ccc(-c4ccccc4)c(F)c3)C2)cc1OC
→ -3	4	7	-5	-8	0.3	-7	-5	-5
54	C=CCOc1nc2c(c(=O)n(Cc3ccc(Cl)c(Cl)c3)c(=O)n2C)n1C
→ -2	1	2	-4	9	0.5	9	-4	-26
55	CCC/C=C(\CCC)C(NC(=O)Cc1ccccc1)c1ccc(C(=O)OC)cc1 (stereo unspecified)
→ -15	7	.	-4	.	-0.1	7	-8	-15
56	Cc1c(-c2ccccc2)nc2ccccc2c1C(=O)O
→ -20	4	.	-4	.	0.7	30	-9	5
57	Cc1ccc(-n2c(C)cc(=O)cc2C)cc1[N+](=O)[O-]
→ -17	9	-3	-5	-9	0.6	13	-10	-7
58	CCOC(=O)CN1C(=O)S/C(=C/C=C/c2ccc(N(C)C)cc2)C1=O
→ -1	2	45*	4	30	5.2	15	8	32*
59	COc1cccc(/C=C2\SC(=S)N(CCCC(=O)N3CCCC3)C2=O)c1
→ 1	-6	0	-2	-4	0.8	4	18	-34
60	CCNC(=O)C1(C)CCN1CCS(=O)(=O)c1ccc(C)cc1 (stereo unspecified)
→ 3	5	0	-1	1	0.1	16	-4	.
61	CCCCC(NC(C)=O)c1nc2ccccc2n1CCCC (stereo unspecified)
→ -13	10	2	-3	1	0.3	17	-11	-4

Compound profiles, as listed above. Order of values: CHO-K1 Ca antag | CHRM1 PAM | TAAR1 ag | M1 ag | TAAR1 antagonist | M1 ag parental | M1 PAM parental | M1 antag | CHO parental Ca
`Cc1ccc(-n2c(C)cc(=O)cc2C)cc1[N+](=O)[O-]` is listed with -17 | 9 | -3 | -5 | -9 | 0.6 | 13 | -10 | -7
`Cc1c(-c2ccccc2)nc2ccccc2c1C(=O)O` is listed with -20 | 4 | . | -4 | . | 0.7 | 30 | -9 | 5
